Screening data deposited in PubChem by several laboratories.
KOR beta-arrestin-1 = KOR antagonists, beta-arrestin recruitment, cell-based, luminescence, uHTS (AID 1778) | KOR beta-arrestin recruitment, luminescence, antagonist mode; higher % means a stronger effect | inhibition, % at 10 µM, or IC50 in µM where a hit was titrated | actives 0.091% (n = 290,000); also: strong numbers were not always called active
LYP phosphatase = inhibitors of LYP phosphatase, biochemical, fluorescence intensity, uHTS (AID 1779); one-dose inhibition, % at 11.5 µM; IC50 in µM for titrated hits; recombinant LYP phosphatase, fluorescence intensity; higher % means a stronger effect; actives 0.054% (n = 290,000);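 also: plate controls were vehicle with enzyme for no effect and no enzyme for full effect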
SIAH1 antagonists = blockers of Siah-1 interaction with plectin peptide – biochemical, fluorescence polarization, rhodamine-plectin, uHTS, primary screen (AID 1817). actives 0.02% (n = 290,000). Siah-1 / rhodamine-plectin peptide fluorescence polarization; higher % means a stronger effect. one-dose displacement, % at 20 µM; IC50 in µM for titrated hits;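 active = displacement of at least 50% at 20 µM, with a fluorescence ratio check between 0.3 and a set limit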;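 also: plate controls were Siah plus tracer with DMSO for no effect and tracer alone without Siah for full effect; strong numbers were not always called active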
Myeloid diff 2 = myeloid differentiation induction; ER-HoxA9 myeloid progenitors, lysozyme-GFP differentiation, flow cytometry; calls only at 10 µM; actives 1% (n = 360,000);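 active = normalized GFP-positive differentiation at or above the plate's own cutoff, the solvent-only control mean plus 3 SD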;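 also: cells exposed to compound for four days before flow analysis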
HIV peptide binding = cell-free HIV fusion peptide-binding blockers – biochemical, uHTS, fluorescence dequenching, primary screen (AID 1986). cell-free peptide binding, fluorescence dequenching, 30 min; higher % means a stronger effect. one-dose inhibition, % at 20 µM; IC50 in µM for titrated hits. actives 0.3% (n = 290,000); in the data active = inhibition mostly above about 52%, no sharp cut-off; inactive = mostly below about 76%; also: some results filed as inactive read as strong as hits
KOR beta-arrestin-2 = KOR agonists, beta-arrestin recruitment, primary screen, cell-based, luminescence, uHTS (AID 1777). KOR beta-arrestin recruitment, luminescence; higher % means a stronger effect. activation, % at 10 µM, or EC50 in µM where a hit was titrated. actives 0.02% (n = 280,000); in the data active = activation above about 50%, passing the limit was not always enough; also: a part of the inactive calls stands beside numbers as strong as those of hits
Salmonella PhoP GFP = inhibitors of PhoP regulon expression, primary screen, Salmonella Typhimurium, GFP reporter (AID 1863). S. Typhimurium PhoP-regulated promoter GFP reporter, 4 h; higher % means a stronger effect. inhibition, % at 50 µM, or IC50 in µM where a hit was titrated. actives 0.16% (n = 300,000);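 active = inhibition over 29.93%, a cutoff 3 SD above the screen mean, later confirmed by dose response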;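 also: 0% = low Mg2+ inducing control and 100% = high Mg2+ repressing control; strong numbers were not always called active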
NOD1 inhibition = NOD1 signaling inhibitors, primary screen, cell-based, luminescence, uHTS (AID 1578); one-dose inhibition, % at 4 µM; EC50 in µM for titrated hits; actives 1% (n = 290,000); NOD1-driven NF-kB luciferase reporter cells, luminescence; higher % means a stronger effect; in the data active = inhibition mostly above about 36%, no sharp cut-off; inactive = mostly below about 34%;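 also: HEK-293T reporter cells stimulated with the NOD1 agonist gamma-tri-DAP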
NOD2 inhibition = inhibition of NOD2-driven NF-kB reporter – cell-based, luminescence, uHTS, HEK293 (AID 1566) | inhibition, % at 4 µM, or EC50 in µM where a hit was titrated | actives 0.63% (n = 290,000) | HEK293 NOD2/NF-kB luciferase reporter, luminescence; higher % means a stronger effect; also: many of its hits are not listed in these tables
Myeloid diff 2 GFP+ MAC1+ % = also measured in Myeloid diff 2; calls as there; GFP+ MAC1+ double positive, %; measured here: differentiation confirmed by MAC1 staining
Numbers without * were called inactive; i = inactive; . = no result given; [ ] = dose if it differs, or a comment. Rule as the data show it, unless noted: active = inhibition above about 50%; inactive = the rest. An excerpt; count on the stated rates, not on these rows.

Fields – KOR beta-arrestin-1	LYP phosphatase	SIAH1 antagonists	Myeloid diff 2	Myeloid diff 2 GFP+ MAC1+ %	HIV peptide binding	KOR beta-arrestin-2	Salmonella PhoP GFP	NOD1 inhibition	NOD2 inhibition
> COC(=O)C1=C(C)N(CCCC(=O)O)C(=O)NC1c1ccc(C(F)(F)F)cc1 (stereo not given)
→ -2.5%[20 µM]	-11.8%	-7.1%	i	1.5	-0.3%	-5.3%	-6.7%	14.2%	-8.0%
> O=C(CCCc1ccccc1)NCc1ccccc1Cl
→ -47.7%[20 µM]	-9.9%	1.7%	i	0.4	-0.8%	6.6%	5.0%	-24.1%	-9.8%
> Cc1nn(Cc2ccccc2Cl)c(C)c1NC(=O)CSc1n[nH]c(C)c1[N+](=O)[O-]
→ 28.2%	-8.8%	6.4%	.	.	-0.7%	-0.1%	-1.6%	-6.7%	5.1%
> Cc1ccsc1C1Nc2ccc3ncccc3c2C2=C1C(=O)CC(C)(C)C2 (stereo not given)
→ -37.0%	-4.1%	-1.5%	i	0.5	-5.7%	3.1%	-5.8%	.	10.2%
> CCOc1ccccc1NC(=O)CSc1nnc2ccc(-c3ccncc3)nn12
→ -3.6%	-0.3%	2.9%	i	0.5	0.6%	1.3%	-5.9%	-20.7%	16.4%
> COc1ccc(N(C)C(=O)Cc2c(C(=O)O)n(C)c3ccccc23)c(OC)c1
→ -27.1%	-5.1%	3.9%	i	0.4	-0.3%	-4.2%	4.6%	-6.6%	9.8%
> COc1ccccc1-c1cc(-c2ccccc2)nc(SC(C(N)=O)c2ccccc2)c1C#N (stereo not given)
→ -4.6%	-7.1%	-5.9%	i	0.8	-1.0%	-5.0%	12.2%	-26.4%	12.6%
> COc1ccc2c(CC(=O)Nc3nc(C)cs3)coc2c1
→ -19.1%	5.6%	5.7%	i	0.6	2.5%	1.8%	-1.5%	-46.6%	-20.2%
> Cc1ccc2[nH]c3c(c2c1)CN(C(=O)CN1CCCc2ccccc21)CC3
→ 8.3%	-2.8%	-2.7%	i	1.1	0.2%	33.8%	2.7%	-1.4%	0.6%
> Nn1cc(-c2ccccc2)nc1SCC(=O)N1CCN(S(=O)(=O)c2ccc(Cl)cc2)CC1
→ -17.4%	-0.2%	0.4%	i	0.8	0.3%	0.7%	20.1%	-15.9%	-24.4%
> CC(=O)Nc1ccc(C(=O)OC2CCCCC2=O)cc1 (stereo not given)
→ -4.1%	-10.2%	1.3%	i	0.9	-1.8%	-4.1%	-4.4%	-12.2%	9.8%
> Cc1ccccc1C(=O)NC1CCN(C(=O)N(c2ccccc2)c2ccccc2)CC1
→ 10.8%	2.5%	-0.2%	i	1.7	0.6%	2.2%	-6.3%	7.1%	-4.1%
> CSC1=NCCN1C(=O)c1c(-c2ccccc2Cl)noc1C
→ -5.8%	-7.8%	0.4%	i	1.3	-0.9%	-7.3%	1.1%	0.5%	11.2%
> Cc1ccc(CNC(=O)C2CCC(=O)N(C3CC3)C2)cc1 (stereo not given)
→ 4.7%	-8.7%	3.2%	i	4.2	1.1%	-1.9%	6.0%	-31.0%	-3.8%
> O=C(CSc1ccc2c(c1)OCCO2)Nc1ccc(N2CCOCC2)cc1
→ 12.6%	-6.7%	5.2%	i	1.6	-2.0%	-2.0%	1.9%	-37.2%	-0.7%
> S=c1[nH]nc(Cc2n[nH]c(=S)n2-c2ccccc2)n1-c1ccccc1
→ 39.7%	-8.3%	9.0%	i	0.4	0.0%	-2.4%	-1.7%	-3.3%	17.3%
> COc1cccc(NC(=O)CSc2ccc(-c3sc(C)nc3C)nn2)c1
→ 5.0%	-4.7%	4.3%	i	1.5	-1.2%	4.4%	0.9%	-9.8%	19.2%
> CC(Oc1cc2oc(=O)c3c(c2cc1Cl)CCC3)C(=O)N1C[C@H]2C[C@@H](C1)c1cccc(=O)n1C2 (stereo not given in full)
→ -7.2%[20 µM]	-5.7%	-2.1%	i	2.2	2.6%	0.6%	5.8%	-0.4%	18.8%
> Cc1ccc(-c2nc3cc(NC(=O)C(C)C)ccc3o2)cc1C
→ -10.8%	-2.2%	0.2%	i	0.3	-0.3%	6.2%	6.3%	-25.2%	-15.3%
> Cc1cccc(C(=O)c2c(N)sc3c2CCCC3)c1
→ -24.6%	-3.4%	5.4%	i	0.6	8.3%	-5.1%	24.3%	-20.6%	5.3%
> CN(C(=O)c1ccc(C#N)cc1)c1nnc(-c2ccccn2)s1
→ -16.4%	-6.6%	12.5%	i	1.1	-0.2%	-3.4%	0.8%	-9.4%	10.6%
> Cc1nc2ccccc2n1CCc1nc2c3ccccc3nc(SCC#N)n2n1
→ -14.9%	-6.2%	17.3%	.	.	0.8%	6.2%	3.8%	2.0%	17.7%
> C/C(Cn1cnc([N+](=O)[O-])n1)=N\NC(=O)c1cccnc1
→ -26.3%	-8.3%	2.0%	i	0.8	-1.3%	3.5%	-1.4%	-20.7%	1.4%
> CCOC(=O)C1CCN(C2=NC(=O)/C(=C/c3ccc(Cl)cc3)S2)CC1
→ -45.4%	4.9%	3.8%	i	0.7	-0.2%	0.1%	5.0%	-10.7%	-5.4%
> COc1cccc(-c2cc(C(F)(F)F)nc(-n3cc(Cl)cn3)n2)c1
→ -11.7%	-5.1%	-1.8%	i	0.2	-3.2%	-3.9%	2.2%	1.3%	23.8%
> COc1ccc(NC(=O)CN2CCc3ccccc3C2)cc1S(=O)(=O)N1CCOCC1
→ -28.6%	-1.9%	-4.0%	i	1.1	-0.8%	2.4%	2.2%	-17.3%	2.5%
> O=C1CC(NCc2ccncc2)C(=O)N1c1ccc(Cl)cc1 (stereo not given)
→ 6.8%	-2.6%	-2.1%	i	1.3	-3.3%	-0.5%	-0.2%	-8.4%	1.4%
> COc1ccccc1CNC(=O)N1CCN(c2ccccc2)CC1
→ -16.5%	-10.7%	-6.5%	i	0.5	-1.5%	0.0%	2.9%	-10.9%	8.6%
> O=C(CN1CCCCCCC1)N/N=C/c1ccc(F)c(F)c1
→ -12.7%	-3.7%	10.4%	i	0.8	3.1%	-1.6%	5.6%	-21.2%	5.2%
> O=C(Nc1ccc(S(=O)(=O)N2CCOCC2)cc1)c1nn(-c2ccc(F)cc2)ccc1=O
→ 17.3%	-5.4%	5.6%	i	3.5	0.4%	-4.3%	-6.2%	-6.4%	4.0%

Just NOD1 inhibition, Salmonella PhoP GFP and LYP phosphatase, for some of the entries so far:
molecule,NOD1 inhibition,Salmonella PhoP GFP,LYP phosphatase
C/C(Cn1cnc([N+](=O)[O-])n1)=N\NC(=O)c1cccnc1,-20.7%,-1.4%,-8.3%
CCOC(=O)C1CCN(C2=NC(=O)/C(=C/c3ccc(Cl)cc3)S2)CC1,-10.7%,5.0%,4.9%
COc1cccc(-c2cc(C(F)(F)F)nc(-n3cc(Cl)cn3)n2)c1,1.3%,2.2%,-5.1%

(continued)
Fields – KOR beta-arrestin-1	LYP phosphatase	SIAH1 antagonists	Myeloid diff 2	Myeloid diff 2 GFP+ MAC1+ %	HIV peptide binding	KOR beta-arrestin-2	Salmonella PhoP GFP	NOD1 inhibition	NOD2 inhibition
> Cc1ccc(C(=O)Nc2nnc(S(=O)(=O)Nc3ccccc3C)s2)cc1C
→ 2.7%[20 µM]	-3.3%	-4.9%	i	5.0	10.4%	5.8%	.	-3.1%	10.3%
> CCOc1ccc(CCNC(=O)c2ccc(N3CCCC3=O)cc2)cc1OCC
→ 15.2%	-7.4%	-4.2%	i	0.4	-2.5%	-0.5%	-5.4%	-17.5%	8.8%
> CCOC(=O)N1CCC(N2CCCC(CO)(Cc3ccccc3C)C2)CC1 (stereo not given)
→ 4.9%[20 µM]	-4.8%	12.4%	i	0.1	2.1%	.	-3.3%	-27.0%	-16.5%
> CCN(CC)c1ccc(/C=C2\C(=O)N(c3nnc(C)c(=O)[nH]3)N=C2C)cc1
→ 12.5%	-6.0%	-3.1%	i	0.7	41.9%	4.3%	3.2%	6.7%	-163.5%
> Cc1ccccc1Cn1c(-c2cncs2)nc2ccccc21
→ 16.0%	-7.1%	-3.4%	i	2.3	-0.3%	7.0%	-7.4%	0.6%	3.9%
> COc1ccc(CN2CCN(Cc3c[nH]c4ccccc34)CC2CCO)c(F)c1 (stereo not given)
→ -3.3%	-7.5%	-3.6%	i	0.5	-0.9%	-2.9%	15.1%	0.5%	19.8%
> O=C(Oc1ccc2ccc(OC(=O)N3CCCCCC3)cc2c1)N1CCCCCC1
→ 34.8%	-6.1%	1.5%	i	2.7	0.5%	-1.7%	7.0%	1.1%	-4.0%
> O=C(CSc1nnc(NC2CCCCC2)s1)Nc1ccc2c(c1)C(=O)c1ccccc1C2=O
→ -102.0%[20 µM]	7.3%	8.7%	i	0.3	-0.2%	1.6%	0.9%	-43.3%	-120.0%
> COC(=O)c1c(NC(=O)c2ccc(C)cc2)csc1C
→ 14.7%	-4.1%	12.2%	i	0.7	0.8%	0.0%	-3.0%	-11.8%	-5.4%
> COCCNc1nnc(SCC(=O)Nc2cc(-c3ccccc3)nn2-c2ccccc2)s1
→ -15.0%	-16.5%	0.5%	i	0.3	2.3%	-5.9%	-5.8%	-13.6%	5.6%
> O=S(=O)(Nc1ccccc1)c1ccc(F)cc1
→ -35.3%	-1.6%	2.9%	i	1.7	-1.5%	-0.6%	7.3%	5.1%	-12.3%
> O=Cc1cn(-c2ccc(F)cc2)c2ccccc12
→ 10.2%	-1.6%	6.6%	i	0.4	0.9%	3.6%	7.6%	20.0%	12.2%
> COc1cc(OC)c2c(=O)cc(-c3ccccc3)oc2c1
→ -3.8%	-10.6%	-1.4%	i	0.9	-2.4%	0.6%	0.6%	1.6%	-48.0%
> COc1cccc(Cn2cc(C(=O)NCCN(C)C)nn2)c1
→ -62.2%[20 µM]	-4.4%	-1.2%	i	0.3	-0.4%	.	0.6%	-13.1%	19.0%
> CCOc1ccc(N(C)S(=O)(=O)c2ccc3[nH]cc(C(=O)NCCCOC)c(=O)c3c2)cc1
→ 2.4%	-1.2%	5.7%	.	.	-0.7%	-2.5%	-4.2%	4.2%	20.1%
> COCCCNC(=O)Cn1c(=O)n(CC(=O)NCCc2ccc(OC)c(OC)c2)c(=O)c2sccc21
→ -53.9%	-5.5%	-3.1%	i	0.1	0.6%	2.4%	-8.9%	2.8%	3.9%
> C#CCOC(=O)c1ccccc1C(=O)O
→ 5.6%	-4.1%	1.8%	i	0.5	0.5%	-3.7%	-5.0%	-32.3%	-0.8%
> CCCN(CCC)CC(O)CN1C(=O)NC(C)(C)C1=O (stereo not given)
→ -21.2%	-2.3%	2.7%	i	0.0	0.9%	-0.1%	-5.9%	-24.9%	27.3%
